High-throughput results as filed in PubChem BioAssay.
Jurkat NFkB inh – lowers PMA/ionomycin-induced NF-kB signal in Jurkat cells | PMA/ionomycin-induced NF-kB luciferase reporter, luminescence | inhibition, % at 4 µM | hit rate 0.53% among 330,000 | AID 435003; in the data active = inhibition above about 50%
697 NFkB inh – inhibitors of the PMA/ionomycin-induced NF-kB reporter in 697 B cells. 697 B-cell NF-kB luciferase reporter, 16 h. inhibition, % at 4 µM. hit rate 0.33% among 330,000. AID 435022; in the data active = inhibition above about 35%
APJ antag – blocks the human apelin receptor APJ; inhibition, % at 20 µM; hit rate 0.32% among 330,000; CHO-K1 APJ beta-arrestin complementation, luminescence; AID 2521;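 active = inhibition above about 40% at 20 µM, limit read from the data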;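 also: cells challenged with 10 nM apelin-13 agonist together with compound; plate controls were apelin-13 plus DMSO wells for no effect and DMSO wells lacking apelin-13 for full effect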
CHOP UPR activ – apoptotic UPR (CHOP) activation | CHO-CHOP luciferase reporter, luminescence; percent of tunicamycin response over DMSO baseline | activation, % at 10 µM | hit rate 0.34% among 330,000 | AID 449763;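 active = at 10 µM dose, activation of 40% or more, normalized to positive control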;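 also: 100% = tunicamycin at 10 µg/mL and 0% = DMSO alone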
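System: CHO CHOP reporter cells. Amount: 500 cells per well. Buffer or medium: F12 medium, 10% FBS. Compound dosing: one dose, 10 µM in 0.5% DMSO. Incubation: 6 h compound exposure at 37 °C after overnight seeding. Technique: Steady-Glo luciferase luminescence. Benchmarks: tunicamycin and DMSO controls.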
UPR XBP1 act – activators of adaptive arm of unfolded protein response (XBP1) | CHO-XBP1 luciferase reporter, IRE1-XBP1 UPR activation, luminescence; percent of tunicamycin response, DMSO as zero | activation, % at 20 µM | hit rate 0.33% among 330,000;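 active = versus positive control, 20 µM dose yields 30% or more activation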;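 also: 100% = tunicamycin at 10 µg/mL and 0% = DMSO only wells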
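Test system: CHO-XBP1 luciferase reporter cells | Buffer or medium: Serum-containing F12 medium, 10% FBS | Schedule: 6 h compound exposure at 37 °C, 5% CO2 | Detection: Steady-Glo luciferase glow luminescence, 10 min after reagent addition | Read-out basis: Activation, % of tunicamycin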
tim23-1 inh – growth inhibitors of tim23-1 mutant yeast | S. cerevisiae tim23-1 growth, BacTiter-Glo luminescence, 24 h | AID 463212 | inhibition, % at 20 µM | hit rate 1.3% among 330,000;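 active = growth inhibition of the mutant yeast at or above 50%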;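 also: temperature-sensitive mutant grown at 25 °C; plate controls were DMSO-treated mutant yeast for no effect and medium wells lacking yeast for full effect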
Mdm2 MdmX PPI – human Mdm2/MdmX binding inhibition; O15151+Q00987; hit rate 3% among 330,000; SaOS-2 split-luciferase Mdm2/MdmX complementation, luminescence; AID 485346; inhibition, % at 8 µM;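 active = inhibition of at least 50% at 8 µM in the primary screen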
Target sequence (O15151 whole entry, looked up): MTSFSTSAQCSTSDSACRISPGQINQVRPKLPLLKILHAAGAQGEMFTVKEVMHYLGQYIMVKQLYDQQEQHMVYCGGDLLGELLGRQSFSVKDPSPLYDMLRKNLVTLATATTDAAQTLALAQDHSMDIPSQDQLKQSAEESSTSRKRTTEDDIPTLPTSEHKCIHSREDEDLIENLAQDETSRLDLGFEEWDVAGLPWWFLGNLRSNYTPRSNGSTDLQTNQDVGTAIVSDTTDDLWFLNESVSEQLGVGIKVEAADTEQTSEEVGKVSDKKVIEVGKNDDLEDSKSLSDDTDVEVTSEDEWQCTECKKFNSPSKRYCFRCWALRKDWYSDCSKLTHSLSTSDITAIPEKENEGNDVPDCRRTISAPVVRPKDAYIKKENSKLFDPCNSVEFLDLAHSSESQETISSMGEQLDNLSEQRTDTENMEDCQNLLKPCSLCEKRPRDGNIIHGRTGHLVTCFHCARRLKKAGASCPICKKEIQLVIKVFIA
Target sequence (Q00987 whole entry, looked up): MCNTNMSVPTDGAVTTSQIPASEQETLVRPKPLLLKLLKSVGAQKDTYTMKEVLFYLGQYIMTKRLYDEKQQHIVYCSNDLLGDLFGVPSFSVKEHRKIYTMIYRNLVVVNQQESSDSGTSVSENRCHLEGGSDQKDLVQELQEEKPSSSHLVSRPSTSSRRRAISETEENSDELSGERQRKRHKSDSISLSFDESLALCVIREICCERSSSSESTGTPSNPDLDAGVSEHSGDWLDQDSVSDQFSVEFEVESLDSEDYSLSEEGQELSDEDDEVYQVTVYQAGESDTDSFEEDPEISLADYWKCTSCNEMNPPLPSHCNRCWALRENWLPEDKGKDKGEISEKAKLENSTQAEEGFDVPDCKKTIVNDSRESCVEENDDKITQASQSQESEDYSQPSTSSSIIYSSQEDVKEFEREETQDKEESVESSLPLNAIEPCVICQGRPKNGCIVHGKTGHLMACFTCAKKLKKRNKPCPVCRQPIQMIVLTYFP
APJ ag – activates the human apelin receptor APJ | hit rate 0.11% among 330,000 | activation, % at 20 µM | CHO-K1 APJ PathHunter beta-arrestin, luminescence; 0% DMSO wells, 100% apelin | AID 2520;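 active = activation more than six SD over the plate average, tested at 20 µM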;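 also: 0% = DMSO alone and 100% = apelin-13 at 10 nM; some results filed as inactive read as strong as hits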
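Assay system: CHO-K1 cells stably expressing ProLink-tagged human APJ and arrestin–beta-gal acceptor. Compound dosing: 20 µM single point, 1% DMSO. Times: 16-18 h seeding, 90 min dark compound exposure, 60 min detection. Detection: beta-gal luminescence. Evaluation: APJ–arrestin association signal. Controls: negative DMSO alone, positive Apelin-13 at 10 nM.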
* hit, by the source's call; x = no result given.

Results follow in this order: Jurkat NFkB inh	697 NFkB inh	APJ antag	CHOP UPR activ	UPR XBP1 act	tim23-1 inh	Mdm2 MdmX PPI	APJ ag
Cc1csc(NC(=O)NC2(C(F)(F)F)Oc3ccccc3O2)n1
 : 25.5	-18.7	-13.4	3.1	7.5	10.8	-14.8	7.8
CSc1ccccc1NC(=O)COc1ccccc1Cl
 : -16.8	-19.6	-1.9	-2.3	-0.8	11.1	-5.4	-5.4
COCC(=O)Nc1c(C(=O)Nc2cccc(OC)c2)oc2ccccc12
 : -106.5	-32.1	10.0	4.1	5.8	32.8	-67.8	-2.2
O=C(CC1OC(=O)c2ccccc21)NC1CCCCC1 (stereo not drawn)
 : -7.8	-3.0	2.9	-0.5	4.5	14.7	-20.0	-2.4
COc1ccc(NC(=O)c2cc3c(=O)n(C)c4ccccc4c3n2C)cc1OC
 : -12.4	30.3	-7.9	3.9	2.8	33.4	58.9*	15.2
O=C(Nc1cccc(F)c1)Nc1ccc2c(c1)C(=O)OC2
 : -29.6	-29.1	-21.3	4.6	4.5	-5.4	-31.8	-2.2
C/C(=N\NC(=O)c1cc2ccccc2cc1O)c1ccc2c(c1)OCO2
 : 0.4	21.2	-27.4	2.2	1.3	-0.7	17.8	-2.9
Cn1c2ccccc2c(=O)c2ccc(C#CC3(O)CCCCC3)cc21
 : -136.2	-223.4	-24.9	-2.3	-5.3	-4.7	83.1*	11.6
Nc1scc2c(C(=O)O)nn(-c3ccccc3)c(=O)c12
 : -16.3	-22.7	4.8	0.5	-1.7	16.9	7.0	-1.9
CCOc1ccccc1NC(=O)c1ccc2nccnc2c1
 : 5.0	17.8	0.3	2.6	-1.9	-3.8	6.1	-4.7
CCN(Cc1ccccc1)C(=O)C1CCN(S(=O)(=O)c2ccc3c(c2)OCCO3)CC1
 : 3.5	3.5	12.3	-1.3	0.0	16.3	31.8	1.6
O=C(N/N=C/c1cc([N+](=O)[O-])cc([N+](=O)[O-])c1O)/C(=C\c1cccs1)NC(=O)c1ccccc1
 : 8.6	2.4	23.3	-0.9	0.6	18.1	7.6	-3.3
COc1cccc(CC2CC(=O)N(c3ccc4c(C)cc(=O)oc4c3)C2=O)c1 (stereo not drawn)
 : 8.4	26.0	-17.3	-2.2	-0.3	-0.3	14.4	-1.8
CCN(CC)CCCNCC(=O)Nc1ccc(OC)c(Cl)c1
 : -6.9	20.9	-6.2	-1.1	-2.3	7.7	0.0	-0.8
COC(=O)CN1C(=O)C(O)(CC(=O)c2ccc(Br)cc2)c2ccccc21 (stereo not drawn)
 : 5.6	4.8	12.9	2.6	-5.7	-5.9	-0.4	-2.5
O=C(CSc1cccc(C(F)(F)F)c1)NC(=O)NCc1ccco1
 : 22.3	11.5	2.7	-0.3	-2.4	18.2	20.4	-2.8
Cc1noc(/C=C/N(C)C)c1S(=O)(=O)N1CCCC(C(=O)Nc2ccccc2F)C1 (stereo not drawn)
 : -18.4	5.3	2.4	-0.3	-3.7	11.6	6.5	-2.5
C/C(=N\NC(=O)CSc1nc(C)cc(C)n1)c1cccc([N+](=O)[O-])c1
 : 4.2	-10.2	7.4	-2.2	1.9	-8.7	18.1	-3.7
CCOc1ccc(CNC(=O)CCC(=O)N2CCSc3ccccc32)cc1
 : -12.5	-0.4	9.0	-1.0	-3.3	9.9	14.7	-0.3
CC(C)[C@H](NC(=O)c1ccccc1Br)C(=O)OCc1nc2ccsc2c(=O)[nH]1
 : 11.3	12.2	-5.1	-0.8	-1.9	-5.0	15.1	-2.6
Cc1cccc(N=[N+]([O-])c2cccc(C)n2)n1
 : x	-11.4	x	5.6	2.5	27.0	-17.1	x
COc1ccc(CCC(=O)N2CC(C)OC(C)C2)cc1 (stereo not drawn)
 : 2.5	-2.7	8.6	-2.1	-0.2	9.5	13.0	2.1
CSc1ccccc1NC(=O)Nc1ccccc1
 : -25.5	-2.2	-3.5	4.1	-1.6	-4.7	-5.8	-5.0
Clc1ccc(-c2cnc3n2CCCCC3)cc1
 : 0.3	-5.3	11.1	2.8	-2.0	2.8	14.5	-3.1
COc1cccc(OCc2cc(C(=O)N3CCN(C(=O)c4ccco4)CC3)no2)c1
 : -60.8	-74.0	3.5	3.9	-1.0	21.7	-94.3	-6.3
COCCOc1cc(NC(=O)CS(=O)(=O)CC(=O)N(C)C)c(Cl)cc1Cl
 : -20.9	13.3	11.4	1.2	-0.5	7.2	-1.9	-3.1
CCOc1ccc2oc(C(=O)OCC(=O)NC3CC3)c(C)c2c1
 : 7.0	16.5	7.1	0.6	2.7	12.5	-15.5	-1.6
Cc1cc(Nc2cccc(F)c2)nc(-c2ccccc2O)n1
 : -7.3	19.1	-8.4	5.9	5.1	32.5	34.2	1.9
CSCCC(NC(=O)C12CC3CC(CC(C3)C1)C2)C(=O)OCC(=O)c1ccc(Cl)cc1 (stereo not drawn)
 : -5.6	8.0	2.0	-1.8	2.3	11.9	-9.4	-7.5
CCc1nnc(NS(=O)(=O)c2ccc(N)cc2)s1
 : 1.5	9.9	17.1	0.0	-7.0	1.4	-8.0	-0.4

7 records drawn at random from the list so far, as already listed:
Results follow in this order: Jurkat NFkB inh	697 NFkB inh	APJ antag	CHOP UPR activ	UPR XBP1 act	tim23-1 inh	Mdm2 MdmX PPI	APJ ag
Clc1ccc(-c2cnc3n2CCCCC3)cc1
 : 0.3	-5.3	11.1	2.8	-2.0	2.8	14.5	-3.1
Cc1cc(Nc2cccc(F)c2)nc(-c2ccccc2O)n1
 : -7.3	19.1	-8.4	5.9	5.1	32.5	34.2	1.9
Cc1cccc(N=[N+]([O-])c2cccc(C)n2)n1
 : x	-11.4	x	5.6	2.5	27.0	-17.1	x
CSc1ccccc1NC(=O)Nc1ccccc1
 : -25.5	-2.2	-3.5	4.1	-1.6	-4.7	-5.8	-5.0
CCOc1ccc(CNC(=O)CCC(=O)N2CCSc3ccccc32)cc1
 : -12.5	-0.4	9.0	-1.0	-3.3	9.9	14.7	-0.3
COCCOc1cc(NC(=O)CS(=O)(=O)CC(=O)N(C)C)c(Cl)cc1Cl
 : -20.9	13.3	11.4	1.2	-0.5	7.2	-1.9	-3.1
Cc1noc(/C=C/N(C)C)c1S(=O)(=O)N1CCCC(C(=O)Nc2ccccc2F)C1 (stereo not drawn)
 : -18.4	5.3	2.4	-0.3	-3.7	11.6	6.5	-2.5

(next part)
Results follow in this order: Jurkat NFkB inh	697 NFkB inh	APJ antag	CHOP UPR activ	UPR XBP1 act	tim23-1 inh	Mdm2 MdmX PPI	APJ ag
CCCN(CCC)CCNC(=O)C1c2ccccc2C(=O)N(CCOC)C1c1ccc(F)cc1 (stereo not drawn)
 : -2.1	2.5	10.5	1.2	0.1	13.8	-13.7	-6.4
Cc1cccc(C(C)(C)C)c1OCCN1CCCC1
 : -0.4	-4.0	10.8	2.6	-0.4	-2.2	-9.1	-1.9
Cc1ccc(C(=O)COC(=O)c2cccc(NC(=O)c3ccc([N+](=O)[O-])cc3[N+](=O)[O-])c2)cc1
 : -117.0	-120.4	-18.5	-0.4	-2.8	1.8	-32.6	4.2
CC(=O)c1ccc(NC(=O)C(C)Nc2ccc(Cl)cc2)cc1 (stereo not drawn)
 : 5.5	5.4	-2.1	0.4	-1.5	5.7	-20.4	-4.9
C#CCOCCOCCOCCNc1nc(N2CCN(C(=O)C([C@@H](C)O)n3cc([C@@H](N)CCCCN)nn3)CC2)nc(N2CCN(C(=O)[C@H](CCCCN)n3cc([C@@H](N)[C@H](C)CC)nn3)CC2)n1 (stereo partly drawn)
 : -13.8	0.7	1.5	1.8	-1.9	15.2	10.2	-1.2
CC(C)(C)OC(=O)N1CCCN(C(=O)Nc2ccc(OC(F)(F)F)cc2)CC1
 : -9.8	-25.4	-4.5	-0.9	6.7	30.6	-18.3	-0.3
O=C(Nc1nccs1)c1cc(-c2ccccn2)nc2c(Cl)cccc12
 : 6.9	-29.1	19.6	-0.7	-2.1	12.8	77.9*	-2.0
COc1ccc(C(=O)C2CCCN(Cc3cccn3-c3nccs3)C2)cc1F (stereo not drawn)
 : -0.1	-12.9	-26.6	-0.8	-2.6	20.2	18.1	-2.3
CN(C)CCN(Cc1cc2cc3c(cc2[nH]c1=O)OCCO3)C(=S)NCC1CCCO1 (stereo not drawn)
 : 7.6	-1.5	-2.3	-0.6	-0.1	7.5	21.3	-1.8
CC(Sc1nnc2ccccn12)C(=O)Nc1ccc(Cl)cn1 (stereo not drawn)
 : -12.0	-31.2	-5.4	-1.5	-4.2	2.2	-26.9	2.5
CC(C)(C)N1NC2(CCCCC2)NC1=S
 : 0.2	3.6	20.0	2.7	-1.8	-7.2	-4.8	-0.5
COc1ccc(Cl)cc1NC(=O)COC(=O)/C=C/c1c(C)nn(C2CCS(=O)(=O)C2)c1Cl (stereo not drawn)
 : -26.6	-141.2	-12.5	-2.1	-3.2	-0.2	27.4	3.2
COc1ccc([N+](=O)[O-])cc1NC(=O)CCN1CCOCC1
 : 10.3	2.4	3.9	-0.5	-0.8	9.9	26.2	-1.9
C=CCC[C@H](Cc1ccc(F)cc1)C(=O)OC[C@@H](Cc1c[nH]c2ccccc12)NC(=O)[C@H](CC=C)CC(=O)NCCO
 : -3.7	1.6	0.8	1.7	-0.2	12.4	6.0	0.4
CCOC(=O)CNC(=O)N1CCCC(C(=O)c2cc(C)c(OC)c(C)c2)C1 (stereo not drawn)
 : 1.5	16.3	10.8	-0.2	-1.3	-4.3	21.2	0.8
COc1cccc(NC(=O)C2CCCN2C(=O)NC2CCCCC2)c1 (stereo not drawn)
 : 12.1	12.5	1.4	0.8	-0.3	-9.2	-8.8	-2.5
CCOC(=O)CNC(=O)c1ccc(Cl)s1
 : -11.1	9.2	-29.7	-0.6	2.8	10.1	15.1	-8.0
COc1ccc(NC(=S)Nc2ccc(OC(F)F)cc2)cn1
 : 5.0	-10.4	-1.3	-0.7	0.1	4.4	3.5	-2.1
O=C(Cc1ccccc1)Nc1ncccn1
 : -0.2	6.3	7.7	-0.4	-0.5	21.3	15.6	-0.1
O=C(CN1C(=O)CCSc2ccccc21)Nc1ccc2c(c1)OCO2
 : 4.2	-139.4	4.5	0.7	0.8	26.3	6.4	-4.4
